EPAC2 antag: antagonists of human EPAC2 | Q8WZA2 | EPAC2 GEF exchange of Rap1B-BODIPY-GDP, fluorescence | Potency, µM (top dose mostly 114 µM), inactives show top-dose activity, negative = inhibition, usual class: inhibitors | 360,000 tested, 0.18% active | AID 720708; further: potency means the concentration at half of the fitted maximal effect; on the % scale 0 is the no-effect control and ±100 the full control effect; nearly all actives have a fitted effect of over 45% in size; many of its hits are not listed in these tables
PI5P4K alpha inh: inhibitors of human PI5P4K alpha | max response, % | AID 652105 | 330,000 tested, 1.2% active | PI5P4Kalpha enzyme, ADP-Glo luminescence, 60 min; hits give low values; active means max response of -50% or lower; inconclusive means between -30% and -50%; inactive means -30% or higher; further: value at the top dose of about 77 µM; on the % scale 0 is the no-effect control and ±100 the full control effect
Target sequence (P48426 whole entry, looked up): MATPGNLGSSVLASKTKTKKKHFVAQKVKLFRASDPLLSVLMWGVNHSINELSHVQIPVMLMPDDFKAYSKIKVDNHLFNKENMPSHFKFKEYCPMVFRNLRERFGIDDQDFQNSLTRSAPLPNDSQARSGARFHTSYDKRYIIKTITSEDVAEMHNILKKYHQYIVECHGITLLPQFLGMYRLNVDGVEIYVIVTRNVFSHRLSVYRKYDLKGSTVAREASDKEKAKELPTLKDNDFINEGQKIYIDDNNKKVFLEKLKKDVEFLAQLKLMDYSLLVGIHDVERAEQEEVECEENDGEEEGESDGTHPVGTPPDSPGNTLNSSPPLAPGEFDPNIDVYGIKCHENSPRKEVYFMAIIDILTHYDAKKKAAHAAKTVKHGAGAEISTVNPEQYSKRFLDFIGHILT
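Enzyme plus substrate dispensed, test compounds pinned in, then ATP (5 microM final) added. After 60 min at RT, ADP-Glo reagent 1 for 45 min and reagent 2 for 30 min preceded luminescence imaging.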
PLK1 PBD block: blocks phosphopeptide binding to human PLK1 polo-box domain. P53350. Plk1 PBD binding of FITC phosphopeptide, fluorescence polarization. Potency, µM, inactives show max response, negative = inhibition, actives largely listed as inhibitors. 360,000 tested, 2.8% active; further: potency means the concentration at half of the fitted maximal effect; series mostly up to about 57 µM; on the % scale 0 is the no-effect control and ±100 the full control effect; nearly all actives have a fitted effect of over 65% in size
Target sequence (P53350 whole entry, looked up, the tested form may be a part): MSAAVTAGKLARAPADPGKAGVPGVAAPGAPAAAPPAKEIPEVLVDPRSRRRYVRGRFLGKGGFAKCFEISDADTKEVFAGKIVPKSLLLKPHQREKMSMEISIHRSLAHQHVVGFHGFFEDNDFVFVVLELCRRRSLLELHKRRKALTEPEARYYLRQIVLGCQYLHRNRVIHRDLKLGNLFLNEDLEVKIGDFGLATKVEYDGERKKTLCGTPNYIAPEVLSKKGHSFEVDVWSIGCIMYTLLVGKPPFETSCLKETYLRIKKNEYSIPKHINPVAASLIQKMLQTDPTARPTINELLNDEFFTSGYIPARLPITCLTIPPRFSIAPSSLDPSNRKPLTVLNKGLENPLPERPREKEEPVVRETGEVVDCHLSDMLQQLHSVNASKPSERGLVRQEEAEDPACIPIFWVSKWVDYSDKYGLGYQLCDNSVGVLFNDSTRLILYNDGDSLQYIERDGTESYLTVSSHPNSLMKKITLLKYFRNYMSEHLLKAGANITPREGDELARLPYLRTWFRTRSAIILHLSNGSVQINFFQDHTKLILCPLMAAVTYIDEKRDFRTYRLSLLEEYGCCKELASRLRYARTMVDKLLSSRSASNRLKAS
EPAC1 ag: EPAC1 (human) agonism; O95398; EPAC1 agonist qHTS, biochemical assay; response scale: 100% = response to 6.5 mM cAMP; Potency, µM (highest dose often 154 µM), without a hit: at the highest dose activation, actives largely listed as activators; 360,000 tested, 0.073% active; further: potency means the concentration at half of the fitted maximal effect; nearly all actives have a fitted effect of over 60% in size
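Multi-concentration qHTS readout: loss of Rap1B-bound BODIPY-GDP fluorescence driven by 100 nM EPAC1 with excess GDP (50 uM), monitored kinetically at room temperature; agonist response expressed relative to 6.5 mM cAMP.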
WRN helicase inh: inhibitors of human WRN helicase. WRN helicase unwinding, fluorescent forked duplex, kinetic. Potency, µM (series often up to 114 µM), for the others: top-dose activity change, negative = inhibition, most hits filed as inhibitors. 360,000 tested, 0.46% active. AID 651768; further: potency means the concentration at half of the fitted maximal effect; on the % scale 0 is the no-effect control and ±100 the full control effect; nearly all actives have a fitted effect of over 55% in size
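Primary qHTS, 1536-well format. 20 nM WRN + compound, 15 min RT; start with 100 nM forked fluorophore/quencher duplex, 2 mM ATP (final); kinetic read ex 525/em 598 nm.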
CCT chaperon mod: cytosolic chaperonin activity modulation; purified chaperonin ATPase assay, HTRF ADP detection, 30 min; AID 651819; activity change, % (concentration not given with the values), hits read low; 360,000 tested, 0.3% active; in the data active means activity change below about -30%; further: on the % scale 0 is the no-effect control and ±100 the full control effect
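ATPase activity: ADP formed was measured by HTRF Transcreener (665/615 nm ratio) after 30 min at 37 deg C with 10 uM ATP. Compounds screened at one 76 uM concentration against 40 or 20 nM TRiC in Tris pH 7.4/KCl/MgCl2/DTT buffer.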
EPAC1 antag: blocks human EPAC1 exchange factor. O95398. EPAC1 GEF assay, Rap1b-BODIPY-GDP exchange fluorescence. Potency, µM (series often up to 115 µM), inactives show at the highest dose activity change, negative = inhibition, actives largely listed as inhibitors. 360,000 tested, 0.14% active. AID 720709;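 further: potency means the concentration at half of the fitted maximal effect; plate controls were vehicle for no effect and positive control for full effect; nearly all actives have a fitted effect of over 50% in size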
MmCpn inh: M. maripaludis TRiC chaperonin inhibition; purified Mm-Cpn ATPase, ADP Transcreener TR-FRET; Potency, µM (series often up to 76.9 µM), without a hit: top-dose activity, negative = inhibition, usual class: inhibitors; 330,000 tested, 0.031% active; further: potency means the concentration at half of the fitted maximal effect; on the % scale 0 is the no-effect control and ±100 the full control effect; nearly all actives have a fitted effect of over 80% in size
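Purified archaeal chaperonin (25 nM final) was preincubated with compound for 10 min at 37°C, then ATP (10 uM final) was added for 30 min at 37°C in Tris pH 7.4/KCl/MgCl2/DTT buffer. ADP was quantified by HTRF Transcreener TR-FRET.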
* = called active by the depositor; u = inconclusive; x = no result given; [ ] = remark or other dose. Unless noted, the call rests on the fitted dose curve; in most records, active means well fitted curve in the direction sought with a large enough effect; inconclusive means small, poorly fitted or top-dose-only effect, or another doubt; inactive means no such curve, though single readings can be large; an effect the other way counts as inactive or inconclusive. Some of the compounds tested; the hit share may differ from the screen's.

SMILES | EPAC2 antag | PI5P4K alpha inh | PLK1 PBD block | EPAC1 ag | WRN helicase inh | CCT chaperon mod | EPAC1 antag | MmCpn inh
CC(C)c1nc2c(c(=O)n(C)c(=O)n2C)n1C | 12.9% | -1.6 | 2.7% | 13.8% | -9.9% | -0.3 | 6.9% | -0.4%
CCN1CCN(c2ncnc3scc(-c4ccc(OC)cc4)c23)CC1 | -3.2% | -5.8 | 1.1% | -2.9% | 3.4% | -1.8 | -0.5% | 0.0%
CC(C)(CNC(=O)c1sc2cc(F)ccc2c1Cl)N1CCOCC1 | -3.7% | 7.0 | -6.3% | -3.0% | 0.1% | -2.3 | 0.5% | 2.8%
Cc1nc2ccccc2n(CC(=O)Nc2cc(Cl)cc(Cl)c2)c1=O | 2.9% | 0.2 | 3.2% | 3.8% | 4.3% | 0.0 | 13.3% | -5.8%
COc1cc(C(=O)NC2CCCCC2)ccc1OC1CCN(C(C)=O)CC1 | 5.2% | -4.6 | -17.0% | -2.1% | 5.7% | -2.7 | -1.8% | -2.0%
COc1ccccc1-n1nnnc1SCC(=O)NC1CC1 | 21.4% | -12.5 | 4.0% | -1.3% | -2.2% | 1.3 | -17.2% | -2.3%
O=C(c1ccc(F)cc1)N1CCC(C(=O)N2CCCc3ccccc32)CC1 | -11.1% | 1.6 | -5.1% | -5.9% | -5.7% | -1.8 | -0.6% | x
COc1ccccc1C1C(C(=O)c2cc3ccccc3o2)=C(O)C(=O)N1CCN1CCOCC1 (stereo not drawn) | -4.9% | 5.4 | u | 0.0% | -13.4% | -0.3 | -9.3% | 0.3%
CC(=O)Nc1ccc(N2CCN(c3ccc(C(F)(F)F)cn3)CC2)nc1 | 1.6% | 2.0 | -8.7% | 10.0% | -6.7% | -0.7 | -1.5% | -0.5%
CCc1nc(SCc2nc3ccccc3[nH]2)c2oc3ccccc3c2n1 | -0.8% | x | 0.4% | 7.6% | 3.9% | -0.7 | -14.9% | 2.1%
CC(C)N(C(=O)c1sc2cc([N+](=O)[O-])ccc2c1Cl)C(C)C | 16.7% | x | -7.7% | 12.5% | 3.7% | -0.2 | 16.7% | 2.0%
COc1cc2c(C(=O)N3CCN(c4cccc(Cl)c4)CC3)cn(C)c(=O)c2cc1OC | -3.5% | -1.1 | -3.9% | 5.2% | 1.0% | 3.0 | -9.6% | -0.3%
CCOc1cccc(-c2nnc(SCC(=O)Nc3ccc(OC)c(OC)c3)n2N)c1 | -0.5% | x | -7.1% | 2.0% | 9.5% | -2.7 | -1.1% | -3.3%
CCC(C(=O)NC(C)(C)C)n1c(-c2cccc(NC(C)=O)c2)nc2ccccc21 (stereo not drawn) | -17.6% | -3.7 | -10.0% | 4.3% | -9.4% | x | -5.1% | x
CSc1sc(C(=O)NCC2CC2)c2c1S(=O)(=O)N(C)c1ccccc1-2 | 10.0% | -0.4 | -5.4% | -2.7% | -3.9% | -1.2 | 0.7% | -3.4%
O=C(O)C1CC2CCC1CC2 (stereo not drawn) | -1.7% | 0.8 | 2.5% | 0.8% | 8.0% | -2.0 | 4.3% | x
COc1ccc(OC)c(NS(=O)(=O)c2ccc3[nH]c(=O)[nH]c3c2)c1 | 9.1% | 0.0 | -3.9% | -7.4% | 3.2% | 0.1 | 11.4% | x
CC12CCC3(CO)COC(c4ccccc4O1)C2C3 (stereo not drawn) | 19.3% | x | -3.0% | 5.8% | -14.1% | 0.5 | 8.0% | 0.3%
Cc1csc2c(N3CCN(S(=O)(=O)c4ccc(Cl)cc4)CC3)ncnc12 | 0.0% | -0.2 | -14.1% | 2.4% | -16.6% | -1.4 | -3.3% | 2.6%
O=C(NCc1c(Cl)cccc1Cl)c1ccc2nnsc2c1 | -15.8% | -5.1 | -9.2% | -7.8% | -1.3% | 0.5 | -15.8% | -4.8%
CCOc1ccc(CCN2C(=S)N([C@@H](CC(C)C)CN3CCCC3CN3C(=S)NC[C@@H]3Cc3ccc(O)cc3)C[C@@H]2Cc2ccc(O)cc2)cc1 (stereo partly drawn) | -3.7% | -7.1 | -5.8% | -15.9% | -1.8% | -0.2 | -2.8% | x
CCc1ccccc1NC(=O)c1ccc([N+](=O)[O-])s1 | 6.7% | -5.1 | -15.0% | 2.5% | 4.0% | -2.6 | 8.5% | -5.4%
CC(C)Cc1nc2n[nH]c(N)c2c2c1COC(C)(C)C2 | -2.3% | 1.0 | -1.3% | 3.3% | -3.2% | 1.9 | -8.6% | -0.3%
Cc1csc(NC(=O)CCCNC(=O)c2ccc(Cl)cc2)n1 | 2.6% | 4.5 | -1.2% | 8.7% | -2.7% | -0.4 | -10.3% | -1.0%
CC1CC(C)CN(C(=O)CSc2nnc(-c3ccc(F)cc3)o2)C1 (stereo not drawn) | 0.9% | -7.6 | -18.8% | -10.6% | -0.7% | 3.9 | -5.1% | 0.8%
CC(NC(=O)c1ccc(Br)o1)C1CCCO1 (stereo not drawn) | 1.3% | -0.6 | -9.2% | 0.6% | 2.7% | -1.2 | -19.3% | 0.0%
Cn1c(CCC(=O)Nc2ccc(S(C)(=O)=O)cc2)nc2cc(S(=O)(=O)N3CCOCC3)ccc21 | 7.8% | -7.9 | -12.3% | 0.1% | 4.4%[11.6 µM] | -14.3 | -8.5% | x
Cc1csc(NC(=O)c2cc[n+]([O-])cc2)n1 | 3.3% | -0.4 | -8.2% | -12.2% | -10.9% | -1.5 | -4.8% | -2.0%
CCc1ccc(NC(=O)CNC(=O)c2cn(-c3ccccc3OC)c(=O)c3ccccc23)cc1 | -9.3% | 0.0 | -0.1% | 12.4% | -6.7% | 0.7 | 2.4% | -1.4%
O=C1CCCC(=O)N1c1ccc(N2CCN(c3ccccc3)CC2)c([N+](=O)[O-])c1 | -6.9% | -7.6 | -18.2% | 9.7% | -20.9% | -2.3 | -17.8% | 2.8%
COc1cc(C(=O)O/N=C(\N)Cc2ccc([N+](=O)[O-])cc2)cc(OC)c1OC | -2.3% | 11.0 | -3.6% | 9.5% | u | -6.4 | 2.3% | 0.4%
CCOc1ccccc1NC(=O)CSc1nnc(-c2ccco2)n1Cc1ccco1 | -3.1% | x | -10.3% | -2.2% | -11.8% | -2.8 | -1.5% | 0.4%
CC1(C)CC(=O)c2c(O)cc(O)cc2O1 | 8.3% | x | 1.8% | -4.8% | 3.8% | -0.2 | 9.6% | 2.8%
Cc1cccc(-c2cc3c(N=O)c4ccccc4c-3n[nH]2)c1 | -4.5% | -8.0 | -7.9% | 7.1% | -28.8%[57.1 µM] | -1.8 | -11.0% | -0.6%
Cc1cc(NC(=O)CSc2n[nH]c(-c3cccs3)n2)no1 | 8.5% | x | -5.2% | 1.2% | -0.4% | -0.7 | -2.7% | 1.5%
COc1ccc(N(CC(=O)N2CCN(Cc3ccccc3)CC2)S(=O)(=O)c2ccccc2)cc1 | -1.1% | -3.5 | 1.7% | 1.3% | 1.2% | -1.9 | 6.4% | 0.1%
O=C(O)CCC(=O)Nc1cccc(-c2csc(-c3ccccc3)n2)c1 | -21.2% | 0.3 | -15.4% | -5.0% | -19.0% | -5.1 | 3.8% | -7.9%
Cc1cccc(Nc2nc(N)nc(N)c2N=O)c1 | 1.7% | -50.9* | -4.0% | -3.9% | -11.8% | -10.1 | -13.6% | x
Cc1nn(C)c(C(=O)N2CCN(C(=O)c3ccco3)CC2)c1Br | 2.4% | 5.7 | -1.7% | -5.8% | 8.7% | 1.0 | 13.6% | -1.2%
Cc1cc(C)cc(NC(=O)CN2CCC(NC(=O)Cc3ccccc3)CC2)c1 | 10.9% | x | -1.1% | -6.1% | -4.9% | 2.6 | 20.0% | u
CSCCC(NC(=O)c1ccccc1)C(=O)NC1CC1 (stereo not drawn) | 13.9% | x | -2.7% | -0.5% | 11.2% | -1.5 | 3.5% | 1.8%
N#Cc1nnn2c1nc(N)c1c(Cl)cccc12 | 11.8% | 0.9 | -4.3% | 4.8% | 3.9%[57.1 µM] | -7.5 | 11.8% | x
COc1cccc(/C=N/NC(=O)COc2cccc3cccnc23)c1O | 8.6% | -0.3 | -9.2% | -2.4% | 4.9% | -1.4 | -3.0% | 1.5%
CCOc1cc(-c2n[nH]c(=S)n2Cc2ccccc2)ccc1OC(F)F | u | 0.8 | -5.5% | -2.2% | -1.7% | 1.7 | -28.2% | -2.7%
COc1cc(OC)c(NC(=O)Cn2cnc3sc(C)c(S(=O)(=O)N4CCOCC4)c3c2=O)cc1Cl | 4.5% | -4.7 | 4.9% | -4.6% | -8.4%[57.1 µM] | -1.0 | 1.7% | -7.3%
Cc1ccc(-n2c(SCc3cc(=O)n4ccsc4n3)nnc2-c2cccnc2)c(C)c1 | -0.5% | x | -8.1% | 8.2% | -9.2%[57.1 µM] | -1.5 | 4.2% | 0.2%
CCCC(=O)NCc1nc2ccccc2n1CC(=O)c1ccccc1 | -16.9% | -3.1 | -15.0% | 9.7% | 2.7%[57.1 µM] | 0.2 | -13.6% | -0.2%
CC1C=CCC2C(=O)N(c3cccc(C(=O)N4CCN(c5ccc(F)cc5)CC4)c3)C(=O)C12 (stereo not drawn) | -0.1% | x | -6.2% | 7.5% | 0.2% | -0.2 | -1.2% | -1.6%

Three entries from above, with tabs.
SMILES	EPAC2 antag	PI5P4K alpha inh	PLK1 PBD block	EPAC1 ag	WRN helicase inh	CCT chaperon mod	EPAC1 antag	MmCpn inh
CCc1ccc(NC(=O)CNC(=O)c2cn(-c3ccccc3OC)c(=O)c3ccccc23)cc1	-9.3%	0.0	-0.1%	12.4%	-6.7%	0.7	2.4%	-1.4%
CC(C)Cc1nc2n[nH]c(N)c2c2c1COC(C)(C)C2	-2.3%	1.0	-1.3%	3.3%	-3.2%	1.9	-8.6%	-0.3%
Cc1nc2ccccc2n(CC(=O)Nc2cc(Cl)cc(Cl)c2)c1=O	2.9%	0.2	3.2%	3.8%	4.3%	0.0	13.3%	-5.8%

(cont.)
SMILES | EPAC2 antag | PI5P4K alpha inh | PLK1 PBD block | EPAC1 ag | WRN helicase inh | CCT chaperon mod | EPAC1 antag | MmCpn inh
CCOC(=O)CN(C(=O)CSc1nnc(-c2ccncc2)n1CCCN(C)C)c1ccccc1 | 15.4% | 4.0 | -1.5% | -0.2% | -4.7% | -0.3 | -1.3% | 0.9%
CC(=O)Oc1ccc2c(C)c(CC(=O)N3CCN(C(=O)C4COc5ccccc5O4)CC3)c(=O)oc2c1C (stereo not drawn) | -2.7% | -0.9 | 0.9% | 3.1% | -1.7% | -0.7 | 0.7% | -6.6%
Cc1ccc(CNC(=O)CCn2c(=O)oc3ccccc32)cc1 | -3.4% | 2.7 | -12.7% | 10.5% | 8.5% | -1.4 | 8.9% | -3.8%
C/C=C\C=C/C(=O)Nc1cccc(C2=NOC3(C2)C[C@@H](C(N)=O)N(C(=O)/C=C/CC)C3)c1 (stereo partly drawn) | 18.0% | -64.9* | u | -12.8% | u | -1.9 | -23.9% | 0.6%
